COUP-TFII inh: NR2F2 transcriptional activity inhibitors, primary screen, cell-based, luciferase reporter, HEK293T, luminescence. COUP transcription factor 2 (Homo sapiens), P24468. HEK293T NGFI-A luciferase reporter. inhibition, % at 8.6 µM. hit rate 0.7% among 370,000;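 active = inhibition above a per-plate cutoff, mean inhibition of test wells between control levels plus 3 SD, cut at about 38% in these data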;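 note: cells cotransfected with COUP-TFII expression vector driving the NGFI-A reporter; 0% = median of COUP-TF2 test wells and 100% = reporter-only cells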
Target sequence (P24468 whole entry, looked up): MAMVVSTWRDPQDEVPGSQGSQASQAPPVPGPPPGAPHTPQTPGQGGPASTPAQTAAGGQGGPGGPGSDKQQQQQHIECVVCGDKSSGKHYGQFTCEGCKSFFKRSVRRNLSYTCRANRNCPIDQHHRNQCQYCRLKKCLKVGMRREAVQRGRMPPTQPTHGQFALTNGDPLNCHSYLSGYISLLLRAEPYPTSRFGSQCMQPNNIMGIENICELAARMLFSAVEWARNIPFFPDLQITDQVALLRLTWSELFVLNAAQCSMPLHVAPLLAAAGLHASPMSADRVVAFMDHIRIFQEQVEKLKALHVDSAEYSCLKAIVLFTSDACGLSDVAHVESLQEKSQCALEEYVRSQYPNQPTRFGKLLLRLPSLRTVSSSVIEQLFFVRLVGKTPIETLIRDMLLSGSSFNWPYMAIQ
Active calls of the source: *. A portion of the library; the hit share may differ from the screen's.

Compound | COUP-TFII inh
C[C@H](O)[C@@H]1CN2CCc3c([nH]c4c(-c5ccc6c(c5)OCO6)cccc34)[C@@H]2C[C@@H]1N(C)C(=S)NCCc1ccccc1 | 13
OC[C@H]1CC[C@@H]2O[C@H](CCc3ccc(-c4ccc(F)cc4)cc3)[C@@H](n3cc(C4CC4)nn3)C[C@@H]2O1 | 6
CCOC(=O)N1CCN(C(=O)C[C@H]2C[C@@]3(C(=O)OC)C(=C[C@H](C4CCCC4)O[C@@H]3C)N(CCc3ccc(OC)c(OC)c3)C2=O)CC1 | -4
CCC[C@H]1[C@@H](O)CC[C@@]23CCCN2C(=O)CCC[C@@H]13 | -13
COc1cccc(-c2nnc(SCc3cc(C)ccc3C)n2Cc2ccco2)c1 | 41*
COCc1cc(N2CCN(C(=O)OC(C)(C)C)C[C@@H]2C)ccc1N1CCS(=O)(=O)CC1 | -12
COC(=O)C1=C(COc2ccccc2)NC(=O)NC1c1ccc2ccccc2c1 (centres undefined) | -3
Brc1ccc(-c2nn3c(-c4ccccc4)nnc3s2)o1 | 8
O=C(NCc1ccccc1)[C@@H]1CCCN1C(=O)[C@H]1CCCN1C(=O)c1ccc(Cl)c(Cl)c1 | 7
COc1ccc(N2CCN(CCNS(=O)(=O)c3ccc(Br)s3)CC2)cc1 | 10
O=C(Cn1c(=O)c2cccn2c2cccnc21)NCCCN1CCN(c2ccccc2)CC1 | -17
C[C@H]1C(=O)CC[C@@]23CCCN2C(=O)CCC[C@@H]13 | 11
C[C@H](CO)N1C[C@H](C)[C@@H](CN(C)Cc2ccc(C(=O)O)cc2)OCCCC[C@H](C)Oc2ccc(NC(=O)CCC(F)(F)F)cc2C1=O | -6
Nc1[nH]c(C(=O)c2ccccc2)c(-c2ccccc2C(F)(F)F)c1C(=O)c1c[nH]c2ccccc12 | -17
O=C(NCc1ccccc1)C1(C(=O)C2CC2)CC(c2ccccc2C(F)(F)F)=NO1 (centres undefined) | -12
COc1ccc(N2C(=O)c3[nH]nc(-c4ccccc4)c3C2c2ccc(F)cc2)cc1 (centres undefined) | 3
COc1cc(NC(=O)C2CCCN(S(=O)(=O)c3cc(OC)ccc3OC)C2)cc(OC)c1 (centres undefined) | -6
CCCCCCCCN1C(=O)[C@@H](CC(=O)N2CCCC2)C[C@@]2(C(=O)OC)C1=C[C@H](COCc1ccccc1)O[C@@H]2C | -2
COc1ccc(-c2nnc(SCC(=O)N/N=C(\C)c3ccc(-c4ccccc4)cc3)n2-c2ccc(C)cc2)cc1 | -16
C[C@H]1[C@H](N)CC[C@@]23CCCN2C(=O)CCC[C@@H]13 | 4
COC(=O)CNC(=O)CNC1(C(=O)NCCc2c[nH]c3ccccc23)CCCCC1 | 10
CC1(C)Oc2ccc(C(=O)NCCCN3CCCC3)cc2NC1=O | -14
CCCC1CCC2(CCCN2CCOC(=O)Nc2ccc(F)cc2)CC1 (centres undefined) | 25
COC(=O)[C@]12CCCCC=C1N(Cc1ccc(OC)cc1)C(=O)[C@@H]2CC(=O)N1CCC(c2ccccc2)CC1 | 0
O=C(CCCCCN1C(=O)C2C3C=CC(C3)C2C1=O)Nc1ccccn1 (centres undefined) | -3
O=C(OCc1cn(Cc2ccc(F)cc2F)nn1)N1CCCC1 | 10
Cc1ccc(-c2cc(-c3nnc(SCC(=O)Nc4ccc(OCc5ccccc5)cc4)n3N)[nH]n2)cc1 | 8
CCOc1ccc(-n2c(SCC(=O)c3ccc4ccccc4c3)nnc2-c2cccc(Cl)c2)cc1 | 0
O=S(=O)(c1ccccc1)N1CCCc2nc(-c3ccc(F)cc3)ccc21 | 10
O=C(Nc1c(-c2ccc(F)cc2)nc2ncccn12)C1CC1 | 4
COC(=NC(C)C)NC(C)C | 3
CCCCN1CC[C@H](C)Oc2cc(Br)ccc2S1(=O)=O | -8
NC(=O)c1ccsc1NC(=O)COC(=O)C1CCCN1C(=O)c1cccs1 (centres undefined) | -15
CCC(=O)N1CCc2cc(S(=O)(=O)CCC(=O)Nc3c(C)n(C)n(-c4ccccc4)c3=O)ccc21 | -1
COC(=O)c1cc(-c2ccc(Cl)s2)c(=O)n2c1CCC2 | -19
CCCCNC(=O)C[C@H]1C[C@@]2(C(=O)OC)C(=C[C@H](C(C)C)O[C@@H]2C2CC2)N(Cc2ccc(Cl)cc2Cl)C1=O | -10
c1ccc(Nc2nnc(-c3ccc4c(c3)OCO4)o2)cc1 | -8
O=C(CCS(=O)(=O)c1ccccc1)Nc1ccc(F)cc1F | -4
O=[N+]([O-])c1ccc(OCCCN2CCC(C(O)(c3ccccc3)c3ccccc3)CC2)c(Cl)c1 | -46
O=C(Nc1ccc(N2C(=O)CC3(CCCCC3)C2=O)c(Cl)c1)c1ccccn1 | -11

More results
compound	COUP-TFII inh
O=C(CCc1ccccc1)N[C@H]1[C@@H](OC(=O)c2cccnc2)CCC[C@@]12C(=O)N(Cc1ccccc1)c1ccccc12	2
CCOC(=O)C1=C(C(=O)OCC)C2N(Cc3ccc(Br)cc3)c3ccccc3[C@@]23C[C@@H](C(=O)OC)N(S(=O)(=O)c2ccc(Br)cc2)C3=N1 (some centres undefined)	-21
COCC(=O)N[C@H]1C[C@@H]2O[C@@H](CO)CC[C@@H]2O[C@@H]1CCc1ccc(-c2ccccc2)cc1	1
COC(=O)[C@@]1(Cc2ccc(OC)cc2)[C@H]2c3cc(C(=O)N(C)C)n(C[C@H](O)CO)c3C[C@H]2CN1C(=O)c1ccccc1	-54
O=C(c1ccc(Cl)cc1)N1CCN(c2ccccn2)CC1	-25
O=C(Nc1ccccc1)OCCN1C(=O)CCC12CCC(c1ccccc1)CC2 (centres undefined)	-17
COCc1cc(N2CCN(C(=O)OC(C)(C)C)C[C@H]2C)ccc1N1C[C@@H](C)O[C@@H](C)C1	23
COCC(=O)Nc1ccc2c(c1)[C@H]1C[C@@H](CC(=O)NCC3CC3)O[C@H](CO)[C@H]1O2	2
COC(=O)C[C@H]1CC[C@H]2[C@H](COc3ccc(NS(=O)(=O)c4cccc(F)c4)cc3C(=O)N2C)O1	-11
O=C(Nc1ccc(C(F)(F)F)cc1)OC1CCC12CCCCC2 (centres undefined)	-4
C[C@H]1[C@H](NC(=O)c2cccc(C(F)(F)F)c2)CC[C@@]23CCCN2C(=O)CCC[C@@H]13	0
O=C(C1CCN(c2cncnc2)CC1)N1CCOCC1	8
C[C@@H]1CCCCO[C@H](CN(C)C(=O)CCC(F)(F)F)[C@H](C)CN([C@@H](C)CO)C(=O)c2cc(NS(=O)(=O)c3ccc(Cl)cc3)ccc2O1	15
CCOc1ccc(S(=O)(=O)Nc2ccc3c(c2)c2c(n3S(=O)(=O)c3ccc(OCC)cc3)CCCC2=O)cc1	-11
CCOC(=O)C1=CCN(S(=O)(=O)c2ccc(Br)cc2)C1c1cccc(Br)c1 (centres undefined)	24
O=C(OCC#CCSc1nnc(-c2cccc3ccccc23)o1)C1CCCC1	-17
COc1ccc2c(c1)N[C@@](CCNC=O)(c1[nH]c3ccccc3c1CCNC=O)C2=O	12
NC(=O)CC[C@@H]1NC(=O)[C@H](CO)NC(=O)c2cc([N+](=O)[O-])cc(I)c2NCCC[C@@H](C(N)=O)NC(=O)[C@H](Cc2ccc(O)cc2)NC1=O	-5
CC(=O)Nc1sc2c(c1-c1nc3ccccc3s1)CN(C(C)C)C2	-52
O=C(c1cscn1)N1CCC(Oc2cccnc2)CC1	-9
O=S1(=O)N[C@@H](Cc2ccccc2)COc2cc(NC3CC3)ccc21	0
COC(=O)[C@@]12CCCCC=C1N(CCc1ccc(Cl)cc1)C(=O)[C@H]2CC(=O)NCCc1ccccc1OC	17
COC(=O)[C@@]1(Cc2ccc(F)cc2)[C@H]2c3cc(C(=O)N(C)C)n(Cc4ccc(OC)c(OC)c4)c3C[C@H]2CN1C(=O)c1ccccc1	15
Cc1ccc(-c2csc(NC(=O)CSc3nc(C)cc(=O)[nH]3)n2)cc1	-1

Sorted by value in COUP-TFII inh (falling): three from the list above
compound	COUP-TFII inh
Cc1ccc(-c2cc(-c3nnc(SCC(=O)Nc4ccc(OCc5ccccc5)cc4)n3N)[nH]n2)cc1	8
CCOc1ccc(S(=O)(=O)Nc2ccc3c(c2)c2c(n3S(=O)(=O)c3ccc(OCC)cc3)CCCC2=O)cc1	-11
O=C(OCC#CCSc1nnc(-c2cccc3ccccc23)o1)C1CCCC1	-17

Going on with the list:
compound	COUP-TFII inh
O=C(CNS(=O)(=O)c1ccccc1)N1CCN(c2ncccn2)CC1	19
CC(C)[C@@H]1CC[C@@H](C)C[C@H]1OC[B-](F)(F)F	1
COc1cc(Nc2cc(C)n(-c3ccc(Cl)c(OC)c3)c(=O)c2)ccc1Cl	17
NC(=O)C1CCN(c2nc(-c3ccccc3Br)cs2)CC1	-14
CC1CN(C(=O)c2ccccc2)CCC1=NO (centres undefined)	-16
C#CCNC(=O)C[C@H]1C[C@@]2(C(=O)OC)C(=C[C@H](C(C)C)O[C@@H]2C2CC2)N(Cc2ccccc2)C1=O	3
Cc1[nH]c2ccccc2c1/C=N/Nc1ccccn1	5
Cc1ccc(NC(=O)Cc2cccc(OC(F)(F)F)c2)c(S(=O)(=O)N2CCOCC2)c1	8
COc1cc2c(NCCCCCCO[N+](=O)[O-])ncnc2c(OC)c1OC	16
C[C@@H]1C=CCCO[C@]12C(=O)N(Cc1ccc(Br)cc1)c1ccccc12	6
Cc1ccc2c(c1)C1CS(=O)(=O)N(CC(C)C)C(=O)N1C2 (centres undefined)	-26
O=C(NCc1ccccc1)c1ccc(CO)cc1	-2
CCn1ncc2c(=O)c(C(=O)c3ccccc3)c[nH]c21	-19
Cc1ccc(-c2cc(-c3nnc(SCC(=O)N4c5ccccc5Sc5ccccc54)n3N)[nH]n2)cc1	13
CC(C)C[C@H]1COc2cccc(F)c2S(=O)(=O)N1C	18
Cn1c(SC/C=C/c2ccccc2)nnc1-c1cccnc1	-12
CCOC(=O)Cn1cc(CN2C(C(=O)OC)CN(Cc3ccc(OC)cc3)CCS2(=O)=O)nn1 (centres undefined)	-13
C=CCN=C1NC(c2ccccc2)C(C(=O)OC)=C(C)N1C (centres undefined)	-10
COC(=O)[C@H]1C[C@@]2(N3CCCCC3)c3ccccc3N(S(=O)(=O)c3ccccc3)[C@H]2N1	8
COC(=O)[C@@]1(C(C)C)N=C(c2cc(OC)c(OC)c(OC)c2)[C@]2(O1)C(=O)N(Cc1cn(Cc3ccccc3)nn1)c1ccc(F)cc12	-12
Cc1ccccc1CN1[C@@H](C)[C@H](c2ccccc2)Oc2cccc(NCC(C)C)c2S1(=O)=O	26
C[C@H](O)[C@@H]1CN2CCc3c([nH]c4ccccc34)[C@@H]2C[C@@H]1N(C)CC1CCCCC1	11
Cc1ccc(-c2cc(C(=O)NN=C/C=C/c3ccco3)[nH]n2)cc1C	3
COc1ccccc1CN1Cc2ccccc2Oc2ccccc2S1(=O)=O	-6

The final 4 compounds of the part above lead into the next:
compound	COUP-TFII inh
Cc1ccccc1CN1[C@@H](C)[C@H](c2ccccc2)Oc2cccc(NCC(C)C)c2S1(=O)=O	26
C[C@H](O)[C@@H]1CN2CCc3c([nH]c4ccccc34)[C@@H]2C[C@@H]1N(C)CC1CCCCC1	11
Cc1ccc(-c2cc(C(=O)NN=C/C=C/c3ccco3)[nH]n2)cc1C	3
COc1ccccc1CN1Cc2ccccc2Oc2ccccc2S1(=O)=O	-6
O=S1(=O)c2c(NCc3ccco3)cccc2Oc2ccccc2CN1Cc1cn(Cc2ccc(F)cc2)nn1	-6
O=C(CCc1ccccc1)N[C@H]1/C(=N/O)CCC[C@]12C(=O)N(Cc1ccccc1)c1ccccc12	18
O=C(c1ccco1)N1CCN(CC(=O)N2CCCc3c2c(=O)oc2ccc(O)cc32)CC1	14
CC(C)CNS(=O)(=O)/C=C/c1ccccc1CCNC(=O)OC(C)(C)C	12
C/C(=N\NC(=O)C1CC1)c1ccc(NC(=O)c2ccc(Br)o2)cc1	-32
O=C(CSc1nnc(-c2cccnc2)n1Cc1ccco1)Nc1cc(Cl)ccc1F	-9
COCCCN1C(=O)[C@H](CC(=O)N2CCCC2)[C@]2(C(=O)OC)CCCCC=C12	-10
O=C1C(NC(=O)N2c3ccccc3C=Cc3ccccc32)CCCCN1Cc1ccc(Cl)cc1 (centres undefined)	16

A draw from above in order of molecular weight, smallest number first.
compound	COUP-TFII inh
CC(C)CNS(=O)(=O)/C=C/c1ccccc1CCNC(=O)OC(C)(C)C	12
C/C(=N\NC(=O)C1CC1)c1ccc(NC(=O)c2ccc(Br)o2)cc1	-32
O=S1(=O)c2c(NCc3ccco3)cccc2Oc2ccccc2CN1Cc1cn(Cc2ccc(F)cc2)nn1	-6

New compounds follow
compound	COUP-TFII inh
CCOc1ccccc1NC(=O)NNC(=O)CCn1nc(C)c([N+](=O)[O-])c1C	-19
COCCCNC(=O)C[C@H]1C[C@@]2(C(=O)OC)C(=C[C@H](COCc3ccccc3)O[C@@H]2C)N(Cc2cccc3ccccc23)C1=O	8
CCCCCCN(C(=O)CCCCCN1C(=O)NC(c2ccc(C3CCCCC3)cc2)C(C(=O)OCc2ccccc2)=C1C)C(C(=O)NCCCC)c1ccc(OCC(=O)OC)c(C(=O)OC)c1 (centres undefined)	4
COC(=O)C12CCCN1C1C(=O)N(Cc3ccc(C(N)=O)cc3)CC1C2 (centres undefined)	17
CC(C)CC1NC(=O)c2cc(Cl)ccc2-n2c1nc1ccc(F)cc1c2=O (centres undefined)	-4
CN(CCO)c1cccc2c1S(=O)(=O)N(Cc1cn(Cc3ccccc3C(F)(F)F)nn1)Cc1ccccc1O2	19
CN(c1cccnc1)c1ccc(NC(=O)Cc2c[nH]c3ccccc23)cc1Br	-29
CCCCNC(=O)C[C@H]1C(=O)N(CCCOC)C2=CCCCC[C@]21C(=O)OC	-8
Cc1ccccc1N1CCN(C2=Nc3ccccc3Sc3ccccc32)CC1	-53
Cc1ccccc1S(=O)(=O)N1CCCc2nc(C)c(C)cc21	1
O=c1[nH]c2ccc(S(=O)(=O)N3CCCC3)cc2o1	3
C[C@@H]1CN([C@@H](C)CO)C(=O)CCCn2nncc2CO[C@H]1CN(C)Cc1ccc(O)cc1	-6
O=C(N[C@H](Cc1ccccc1)C(=O)N1CCN(c2ncccn2)CC1)[C@H]1O[C@@H](n2ccc(=O)[nH]c2=O)[C@H](O)[C@@H]1O	10
